High-throughput results (PubChem BioAssay)
DAGLB inh: DAGLB lipase inhibitors, primary screen, biochemical, fluorescence, HTS; AID 504411, 2011; Diacylglycerol lipase-beta (Homo sapiens), Q8NCG7; HEK293T DAGLB membrane lysate, EnzChek fluorogenic substrate; actives 0.059% (n = 340,000); inhibition, % at 5.17 µM; in the data active means inhibition above about 34%;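 further: 0% = enzyme with vehicle and 100% = wells lacking enzyme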
SUMO Mot1 rescue: yeast Mot1-301 growth rescue at high temperature, primary screen, SUMOylation pathway inhibitor project, S. cerevisiae, ATP luminescence, 38.5C. actives 1% (n = 320,000). growth rescue, % at 18.8 µM. S. cerevisiae Mot1-301 growth rescue; percent above DMSO median, 100 means doubled. AID 2716, 2010;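 active means every valid replicate shows activation above 250% relative to neutral control wells; inactive means the rest, any valid replicate at or below 250%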;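 further: OY570 slx delta 5 strain wells were the positive control but not used for scaling; some compounds called inactive have numbers as strong as hits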
E coli growth: E. coli V3065 growth inhibition, primary screen, counter-screen for AddAB inhibitor project, absorbance, OD600. 18 h. inhibition, % at 11.9 µM. actives 0.27% (n = 330,000). AID 449728, 2010;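 active means inhibition above the campaign's mean inhibition across all tested compounds plus 3 SD, cut at about 9.9% in these data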;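 further: uninfected addAB+ strain grown without phage in ampicillin broth; 0% = DMSO wells and 100% = ciprofloxacin 0.95 µg/ml wells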
HTR5A ag ctr: HTR5A agonists in luminescence cell assay, primary screen, counter-screen for OPRM1-OPRD1 heterodimer agonist project, full-deck HTS; 5-hydroxytryptamine receptor 5A (Homo sapiens), P47898; cell-based; activation, % at 9.3 µM; actives 0.61% (n = 340,000); AID 504692, 2011; in the data active means activation mostly above about 9.5%, no sharp cut-off; inactive means mostly below about 7.6%;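 further: 0% = cells with vehicle only and 100% = reference agonist; strong numbers were not always called active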
Target sequence (P47898 whole entry, looked up): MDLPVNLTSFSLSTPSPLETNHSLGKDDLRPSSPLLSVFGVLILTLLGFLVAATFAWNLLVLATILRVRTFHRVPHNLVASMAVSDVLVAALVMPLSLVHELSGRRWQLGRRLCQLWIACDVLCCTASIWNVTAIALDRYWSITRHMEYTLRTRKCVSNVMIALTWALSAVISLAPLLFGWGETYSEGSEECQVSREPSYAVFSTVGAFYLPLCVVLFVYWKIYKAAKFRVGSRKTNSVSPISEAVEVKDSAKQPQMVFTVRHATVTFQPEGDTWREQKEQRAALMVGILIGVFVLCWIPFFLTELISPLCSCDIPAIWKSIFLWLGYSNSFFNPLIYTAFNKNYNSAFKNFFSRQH
PKA-R2B act: activators of PKA-R2B holoenzyme, primary screen, biochemical, fluorescence polarization, Cy5-IP20, human. PKA-R2B holoenzyme dissociation; R2B truncated from residue 108, S112A mutant; 0% DMSO only, 100% 113 µM cGMP. activation, % at 11.4 µM. actives 0.079% (n = 340,000). AID 504700, 2011;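 active means activation above a cutoff set at the mean over all compounds plus 3 SD, cut at about 18% in these data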;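 further: higher means more holoenzyme dissociation and a rise in polarization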
phage Ecoli inh: growth loss of phage-infected E. coli, primary screen, RecBCD inhibitor project, absorbance, with phage, HTS; inhibition, % at 11.9 µM; AID 651602, 2012; actives 0.26% (n = 360,000); in the data active means inhibition above about 11%
HTR5A inv ag: HTR5A inverse agonists in luminescence cell assay, primary screen, counter-screen for OPRM1-OPRD1 heterodimer inverse agonist project, full-deck HTS; 5-hydroxytryptamine receptor 5A (Homo sapiens), P47898; HTR5A cell line, inverse agonism; inhibition, % at 9.3 µM; actives 0.083% (n = 340,000); AID 504634, 2011; in the data active means inhibition mostly above about 23%, no sharp cut-off; inactive means mostly below about 18%;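 further: 0% = cells with DMSO and 100% = no-cell wells with DMSO; some compounds called inactive have numbers as strong as hits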
Tat transport: E. coli Tat export inhibitors, primary screen, MC4100, TorA-mCherry reporter, fluorescence, single point | actives 0.036% (n = 340,000) | inhibition, % at 10 µM | AID 488895, 2010;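 active means mean replicate inhibition at least 50% and at least half of replicates individually reaching 50%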;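 further: exported cargo escapes ClpAP degradation while cytoplasmic cargo is degraded and loses fluorescence; 0% = median of neutral control wells and 100% = median of NaSCN control wells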
CDK5 p35 inh: inhibitors of human CDK5/p35 kinase, primary screen, biochemical, single concentration; AID 488839, 2010; Cyclin-dependent kinase 5 (Homo sapiens) + Cyclin-dependent kinase 5 activator 1 (Homo …; Recombinant CDK5/p35, ADP-Glo luminescence, 60 min; inhibition, % at 10 µM; actives 0.01% (n = 330,000);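 active means highest replicate inhibition of at least 50% and at least 75% of replicates reaching 50%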;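 further: plate controls were DMSO neutral control for no effect and GW8510 at 10 µM for full effect; many of its hits are not listed in these tables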
Target sequence (Q00535 whole entry, looked up): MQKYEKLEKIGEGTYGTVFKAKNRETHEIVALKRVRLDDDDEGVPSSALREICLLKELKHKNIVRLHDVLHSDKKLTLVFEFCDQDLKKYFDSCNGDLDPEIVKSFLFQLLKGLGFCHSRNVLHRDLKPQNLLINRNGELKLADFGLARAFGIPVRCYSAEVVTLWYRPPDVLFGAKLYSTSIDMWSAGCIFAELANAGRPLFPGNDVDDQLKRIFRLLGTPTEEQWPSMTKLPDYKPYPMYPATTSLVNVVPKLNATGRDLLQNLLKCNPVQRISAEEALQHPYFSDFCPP
Target sequence (Q15078 whole entry, looked up): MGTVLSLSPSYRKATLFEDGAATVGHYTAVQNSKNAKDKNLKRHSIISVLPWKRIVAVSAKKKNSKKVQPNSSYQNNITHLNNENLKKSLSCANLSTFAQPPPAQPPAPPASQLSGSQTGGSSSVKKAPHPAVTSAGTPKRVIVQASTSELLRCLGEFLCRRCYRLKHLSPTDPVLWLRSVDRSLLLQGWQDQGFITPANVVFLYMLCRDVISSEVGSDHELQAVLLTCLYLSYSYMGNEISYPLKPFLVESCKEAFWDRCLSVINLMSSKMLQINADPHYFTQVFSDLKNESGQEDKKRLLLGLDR
AddAB inh: growth inhibition of E. coli expressing H. pylori AddAB, primary screen, AddAB inhibitor project, absorbance; inhibition, % at 11.9 µM; AID 435030, 2010; actives 0.29% (n = 330,000); in the data active means inhibition above about 12%;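 further: 0% = vehicle wells of infected cells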
PKA-R1A activ: activators of PKA-R1A holoenzyme, primary screen, biochemical, fluorescence polarization, Cy5-IP20, bovine R1A, mouse PKAc; actives 0.083% (n = 340,000); PKA-R1A dissociation; scaled: DMSO 0%, 113 µM cGMP 100%; activation, % at 11.4 µM;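 active means percent activation above the mean of all tested compounds plus 3 SD, cut at about 19% in these data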;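 further: higher means more PKAc released from R1A so a rise in polarization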
* marks the source's active call; other numbers are inactive results.

For COCC(=O)OCC(=O)Nc1cc(C(C)(C)C)nn1-c1ccccc1 the results were DAGLB inh 3.2, SUMO Mot1 rescue 5.8, E coli growth 0.3, HTR5A ag ctr -0.1, PKA-R2B act 6.8, phage Ecoli inh 1.6, HTR5A inv ag 0.3, Tat transport 3.5, CDK5 p35 inh -0.4, AddAB inh 0.9 and PKA-R1A activ -2.7.
For O=C1C2C3C=CC(C4CC34)C2C(=O)N1CCc1ccccc1 (stereo not given) the results were DAGLB inh -2.5, SUMO Mot1 rescue 36.8, E coli growth -0.9, HTR5A ag ctr 0.2, PKA-R2B act -12.1, phage Ecoli inh 2.8, HTR5A inv ag -16.4, Tat transport 1.1, CDK5 p35 inh 0.5, AddAB inh 2.2 and PKA-R1A activ 7.4.
For S=c1[nH]nc(CCc2ccccc2)n1-c1ccccc1 the results were DAGLB inh 0.5, SUMO Mot1 rescue 8.4, E coli growth -2.1, HTR5A ag ctr -8.0, PKA-R2B act -7.0, phage Ecoli inh 2.0, HTR5A inv ag 20.3, Tat transport -4.2, CDK5 p35 inh -0.7, AddAB inh 0.6 and PKA-R1A activ -6.4.
For COC(=O)/C(N=Nc1cccc(C(F)(F)F)c1)=C(\C)O the results were DAGLB inh -3.3, SUMO Mot1 rescue 7.4, E coli growth 2.4, HTR5A ag ctr 0.2, PKA-R2B act -2.4, phage Ecoli inh 0.1, HTR5A inv ag -19.9, Tat transport 0.7, CDK5 p35 inh 0.1, AddAB inh 4.8 and PKA-R1A activ -1.8.
Screening O=C(Nc1ccc2c(c1)OCCO2)Nc1ccc2c(c1)OCO2 returned DAGLB inh 0.3, SUMO Mot1 rescue 7.8, E coli growth 1.6, HTR5A ag ctr -3.1, PKA-R2B act -4.2, phage Ecoli inh 1.9, HTR5A inv ag 7.4, Tat transport 3.2, CDK5 p35 inh -0.1, AddAB inh 0.4 and PKA-R1A activ -4.5.
For COc1ccccc1/C=C/C1=NC(=C\C=C/c2ccccc2)/C(=O)O1 the results were DAGLB inh 10.8, SUMO Mot1 rescue 3.1, E coli growth -0.7, HTR5A ag ctr 2.0, PKA-R2B act 7.8, phage Ecoli inh 1.8, HTR5A inv ag -5.1, Tat transport -3.7, CDK5 p35 inh -2.3, AddAB inh -2.4 and PKA-R1A activ 0.1.
`CCn1c(C(=O)NC(C)c2ccc3c(c2)OCCO3)cc2sccc21` (stereo not given) gave DAGLB inh -0.6, SUMO Mot1 rescue -5.7, E coli growth -0.6, HTR5A ag ctr 3.1, PKA-R2B act 6.9, phage Ecoli inh 0.7, HTR5A inv ag -8.0, Tat transport -0.2, CDK5 p35 inh 0.8, AddAB inh -2.0 and PKA-R1A activ -8.1.
For Cc1cc(C)cc(NC(=O)CSc2nnc(NC(=O)C3CC3)s2)c1 the results were DAGLB inh -1.7, SUMO Mot1 rescue -9.4, E coli growth -2.4, HTR5A ag ctr 2.0, PKA-R2B act -0.1, phage Ecoli inh 2.2, HTR5A inv ag 16.7, Tat transport -4.3, CDK5 p35 inh -0.6, AddAB inh 3.5 and PKA-R1A activ 2.2.
CC1CCCN(c2ccc(N)cc2C(N)=O)C1 (stereo not given) was read as DAGLB inh -1.2, SUMO Mot1 rescue 276.8, E coli growth 2.1, HTR5A ag ctr -3.1, PKA-R2B act 0.6, phage Ecoli inh 2.6, HTR5A inv ag 8.6, Tat transport -3.0, CDK5 p35 inh 0.3, AddAB inh 1.9 and PKA-R1A activ -12.1.
`NC(=O)[C@@H]1CCCN1Cc1nc(-c2ccccc2)no1` gave DAGLB inh -0.7, E coli growth -0.1, HTR5A ag ctr -1.8, PKA-R2B act -2.5, phage Ecoli inh 3.7, HTR5A inv ag 15.5, Tat transport -3.2, CDK5 p35 inh 1.8, AddAB inh -0.3 and PKA-R1A activ -8.5.
CCC(C)(CCNC(=O)Cc1ccccc1)c1ccccc1OC (stereo not given) was read as DAGLB inh -13.0, SUMO Mot1 rescue 533.2, E coli growth 1.3, HTR5A ag ctr -2.5, PKA-R2B act 2.5, phage Ecoli inh 1.9, HTR5A inv ag 9.7, Tat transport -1.6, CDK5 p35 inh -0.9, AddAB inh 2.2 and PKA-R1A activ -3.4.
`Cc1noc(C)c1CSc1ccc2ccccc2n1` gave DAGLB inh -7.3, SUMO Mot1 rescue 3.8, E coli growth 0.2, HTR5A ag ctr 0.1, PKA-R2B act -16.1, phage Ecoli inh 5.6, HTR5A inv ag -17.4, Tat transport 3.9, CDK5 p35 inh 1.4, AddAB inh -0.3 and PKA-R1A activ 4.3.
COc1cccc(-c2cc3nc4c(c(NCC(C)(C)CN(C)C)n3n2)CCCC4)c1 was read as DAGLB inh -17.1, SUMO Mot1 rescue 4.4, E coli growth 1.1, HTR5A ag ctr -6.7, PKA-R2B act -2.5, phage Ecoli inh 2.3, HTR5A inv ag 16.6, Tat transport 3.2, CDK5 p35 inh -3.5, AddAB inh -0.9 and PKA-R1A activ 12.9.
CCOc1ccccc1NC(=O)c1cc(C(=O)c2cc(OC)ccc2O)coc1=N was read as DAGLB inh -3.1, SUMO Mot1 rescue 19.3, E coli growth -1.7, HTR5A ag ctr 4.1, PKA-R2B act 2.9, phage Ecoli inh 3.1, HTR5A inv ag -14.2, Tat transport -6.7, CDK5 p35 inh 1.6, AddAB inh 2.8 and PKA-R1A activ -0.6.
COc1ccc(-n2cnnc2SCC(=O)N2CCN(c3ccccc3)CC2)cc1 was read as DAGLB inh 2.7, SUMO Mot1 rescue -1.0, E coli growth -0.3, HTR5A ag ctr 1.6, PKA-R2B act 7.8, phage Ecoli inh 3.3, HTR5A inv ag -4.2, Tat transport 7.2, CDK5 p35 inh 0.6, AddAB inh 3.0 and PKA-R1A activ -2.5.
For O=C(NCCNc1ccccc1[N+](=O)[O-])c1cc(F)c(F)cc1Cl the results were DAGLB inh 2.2, SUMO Mot1 rescue -1.3, E coli growth 0.3, HTR5A ag ctr 0.4, PKA-R2B act -14.4, phage Ecoli inh 1.9, HTR5A inv ag 36.6, Tat transport -10.8, CDK5 p35 inh -1.4, AddAB inh 0.8 and PKA-R1A activ -18.0.
`Cc1ccc(C(=O)NN2C(=O)C3C4C=CC(C5CC45)C3C2=O)cc1` (stereo not given) gave DAGLB inh -0.3, SUMO Mot1 rescue -13.2, E coli growth -0.4, HTR5A ag ctr 0.7, PKA-R2B act 3.1, phage Ecoli inh 3.5, HTR5A inv ag -2.1, Tat transport -2.7, CDK5 p35 inh -1.0, AddAB inh -0.1 and PKA-R1A activ -14.7.
For CCCOC(=O)NC1C(NC(=O)OCCC)N(C)C(=O)N1C (stereo not given) the results were DAGLB inh -0.2, SUMO Mot1 rescue 8.2, E coli growth -1.1, HTR5A ag ctr 9.5, PKA-R2B act 5.5, phage Ecoli inh 2.5, HTR5A inv ag -24.4, Tat transport -8.5, CDK5 p35 inh 0.9, AddAB inh 5.4 and PKA-R1A activ 10.7.
`Cc1cc(C(=O)NP(=O)(N2CC(C)OC(C)C2)N2CC(C)OC(C)C2)c(C)n1C1CC1` (stereo not given) gave DAGLB inh 0.6, SUMO Mot1 rescue 280.2, E coli growth -2.8, HTR5A ag ctr 5.7, PKA-R2B act 8.8, phage Ecoli inh 0.9, HTR5A inv ag 3.1, Tat transport 5.9, CDK5 p35 inh -8.0, AddAB inh 1.6 and PKA-R1A activ 0.0.
COc1ccc2c(c1)c(C(=O)CNc1nc(C)cs1)c(C)n2C was read as DAGLB inh 1.6, SUMO Mot1 rescue 134.5, E coli growth -1.4, HTR5A ag ctr 1.8, PKA-R2B act 9.0, phage Ecoli inh 1.1, HTR5A inv ag 15.6, Tat transport -5.1, CDK5 p35 inh -1.1, AddAB inh 4.0 and PKA-R1A activ -2.5.
`CC(C)c1ccc(CN(C(=O)c2cc3ccccc3oc2=O)C2CCS(=O)(=O)C2)cc1` (stereo not given) gave DAGLB inh -1.6, SUMO Mot1 rescue 7.4, E coli growth -2.4, HTR5A ag ctr -3.6, PKA-R2B act -0.1, phage Ecoli inh 1.6, HTR5A inv ag -3.2, Tat transport -4.4, CDK5 p35 inh -0.9, AddAB inh 0.6 and PKA-R1A activ -19.4.
Screening CC1CN(Cc2nc3ccccc3c(=O)[nH]2)CC(C)O1 (stereo not given) returned SUMO Mot1 rescue 2.1, E coli growth -1.2, phage Ecoli inh 2.9, Tat transport 0.0, CDK5 p35 inh -3.6 and AddAB inh -0.8.
For NS(=O)(=O)c1ccc(CNC(=O)c2cccnc2Cl)cc1 the results were DAGLB inh 0.5, SUMO Mot1 rescue -1.4, E coli growth 0.9, HTR5A ag ctr -1.9, PKA-R2B act 2.6, phage Ecoli inh 1.4, HTR5A inv ag 5.3, Tat transport -11.7, CDK5 p35 inh 0.0, AddAB inh -0.5 and PKA-R1A activ -5.3.
For O=C(Nc1ccc(C(F)(F)F)cc1)c1ccc(NC(=O)C2CCCO2)cc1 (stereo not given) the results were DAGLB inh 1.7, SUMO Mot1 rescue 61.8, E coli growth 2.0, HTR5A ag ctr 1.1, PKA-R2B act 4.0, HTR5A inv ag -3.2, Tat transport 9.1, CDK5 p35 inh -2.1, AddAB inh 3.6 and PKA-R1A activ -5.2.
CCC(C(=O)N1CCN(S(C)(=O)=O)CC1)c1ccccc1 (stereo not given) was read as DAGLB inh -1.4, SUMO Mot1 rescue 205.5, E coli growth 1.3, HTR5A ag ctr -0.3, PKA-R2B act 0.4, phage Ecoli inh 2.5, HTR5A inv ag -9.2, Tat transport -7.0, CDK5 p35 inh -1.5, AddAB inh 0.8 and PKA-R1A activ 12.3.
For CC(C)Nc1nnc(SCc2cc(=O)n3ccsc3n2)s1 the results were DAGLB inh -0.6, SUMO Mot1 rescue 0.5, E coli growth -1.3, HTR5A ag ctr -1.8, PKA-R2B act -5.5, phage Ecoli inh 4.1, HTR5A inv ag -13.7, Tat transport -4.3, CDK5 p35 inh -0.5, AddAB inh 0.9 and PKA-R1A activ 1.5.
Screening CCOC(=O)C1=C(COC(=O)CCOc2ccc(C)cc2)NC(=O)NC1C (stereo not given) returned DAGLB inh -1.9, SUMO Mot1 rescue 2.6, E coli growth -0.8, HTR5A ag ctr 3.0, PKA-R2B act 4.5, phage Ecoli inh 0.7, HTR5A inv ag -8.2, Tat transport -10.6, CDK5 p35 inh 0.6, AddAB inh -0.2 and PKA-R1A activ -4.7.
